ARNT TACC3 PPI: disrupts binding between human ARNT and TACC3; inhibition, % at 9.99 µM; AlphaScreen His-ARNT PAS-B/GST-TACC3 binding, luminescence; TACC3 fragment carries E629A point mutation; AID 623870; actives 0.66% (n = 390,000); Q9Y6A5;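 active = mean inhibition of replicates at least 50% and at least half of replicates each reaching 50%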;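 also: 0% = complete ARNT plus TACC3 wells and 100% = ARNT alone without TACC3; many hits fall short of the cut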
Starred values were filed as active, the others as inactive. An excerpt; the hit share may differ from the screen's.

SMILES | ARNT TACC3 PPI
COc1ccc(NS(=O)(=O)c2ccc(O)c(C(=O)OCC(=O)N3CC(C)OC(C)C3)c2)cc1 (stereo unspecified) | -5
CN1C2C=C3C(C#N)=C(N)C(C#N)(C#N)[C@@H](c4ccc(Cl)cc4)[C@@H]3C1CC2 (stereo partly specified) | 6
O=C(Cn1[nH]c(=O)c2ccccc2c1=O)Nc1cccc(-c2nnc3n2CCCCC3)c1 | -3
Cc1sc2ncn(CC(=O)NCCCC(=O)N3CCN(c4ccccn4)CC3)c(=O)c2c1C | -6
O=C1NC(c2cn(-c3ccccc3)nc2-c2cccs2)C(C(=O)c2cccnc2)C(O)(C(F)(F)F)N1 (stereo unspecified) | 2
C#CCSC1=C(C#N)C(c2cccs2)C(C(=O)OCC)=C(C)N1 (stereo unspecified) | 2
CCOC(=O)Cn1c(=NC(=O)CSC(C)=O)sc2cc(OC)ccc21 | -2
NC(=O)c1ccc2c(c1)OCCO2 | 17
CCc1nc(C)cn1S(=O)(=O)c1cc(C)c(OC)c(C)c1C | -5
N#CN(CC(N)=O)c1nc(N2CCCCC2)nc(N2CCCCC2)n1 | -3
COc1cccc(/C=N/n2c(C)nc3ccccc3c2=O)c1O | 36
Cc1nc(-c2cccc(S(=O)(=O)N3CCCCCC3)c2)cs1 | 2
CCn1c2ccccc2c2nnc(SCC(=O)NC(CC(C)C)C(=O)OC)nc21 (stereo unspecified) | 2
CN1CCN(CCC(=O)Nc2ccc3c(c2)OCO3)CC1 | -4
Cc1cc(C)c2c(CN3CCN(Cc4ccc5c(c4)OCO5)CC3)cc(=O)oc2c1C | -8
CC(=O)c1ccc(N2CCN(C(=O)C3CCC3)CC2)cc1 | 2
CC(C)(C)NC(=O)CN(C(=O)CS(=O)CC(=O)Nc1ccc(F)cc1)c1ccccc1 (stereo unspecified) | 0
CCn1ccc(C(=O)NC2C(=O)N3C(C(=O)O)=C(C)CSC23)n1 (stereo unspecified) | -6
Cc1nn(-c2ccccc2)c2c1C(c1c(C)[nH]c(C#N)c1C)C(C#N)=C(N)O2 (stereo unspecified) | 12
Cc1nnc(N2CCN(Cc3ccccc3)CC2)[nH]c1=O | -6
NC(=O)C1CCN(C2OC(=O)c3ccccc32)CC1 (stereo unspecified) | -4
COc1ccc(S(=O)(=O)N2CCC(C(=O)Nc3nnc(CCN4CCCCC4)s3)CC2)cc1 | -3
COc1ccc(Cl)cc1NC(=O)CCNC(=O)Cn1ccc2ccccc2c1=O | -4
CCOc1ccc(OCC(=O)c2c(O)c3ccccc3oc2=O)cc1 | -2
C/C=C\C=C/C(=O)Nc1cccc(C2=NOC3(C2)C[C@@H](C(N)=O)N(C(=O)/C=C/CC)C3)c1 (stereo partly specified) | 8
CCN(CC)c1ccc(C2NCC(c3ccc([N+](=O)[O-])cc3)O2)cc1 (stereo unspecified) | 5
COc1ccc2[nH]c3c(NCCN(C(C)C)C(C)C)ncnc3c2c1 | 5
Cc1cc(C(C)(C)C)nc2[nH]n(-c3ccccc3)c(=O)c12 | -2
O=C(O)CCc1ccc(-c2ccc(Br)cc2)n1Cc1ccco1 | 1
COC(=O)C1CCN(C(=O)CSc2nnc(-c3ccncc3)o2)CC1 | 1

Sorted by value in ARNT TACC3 PPI (falling): 3 from the list above.
SMILES | ARNT TACC3 PPI
C/C=C\C=C/C(=O)Nc1cccc(C2=NOC3(C2)C[C@@H](C(N)=O)N(C(=O)/C=C/CC)C3)c1 (stereo partly specified) | 8
O=C1NC(c2cn(-c3ccccc3)nc2-c2cccs2)C(C(=O)c2cccnc2)C(O)(C(F)(F)F)N1 (stereo unspecified) | 2
CC(C)(C)NC(=O)CN(C(=O)CS(=O)CC(=O)Nc1ccc(F)cc1)c1ccccc1 (stereo unspecified) | 0

(cont.)
SMILES | ARNT TACC3 PPI
O=S(=O)(Nc1cccnc1)c1ccc(Cl)c(C(F)(F)F)c1 | 22
Cc1nc2nc3c(c(=O)n2[nH]1)CCCC3 | 0
Cc1ccnc(NS(=O)(=O)c2ccc(NC(=O)Cc3cccs3)cc2)n1 | -4
Cc1cc(C)cc(NC(=O)c2cc(S(=O)(=O)NCc3ccco3)ccc2F)c1 | -3
Cc1cc(=O)[nH]c2c1c(C)nn2C1CCOC(C)(C)C1 (stereo unspecified) | 11
CC1CCN(CCc2nc3cc(NC(=O)NC4CCCCC4)ccc3n2C)CC1 | -3
O=C(C[C@H]1C/C=C\C[C@H](NC(=O)OCC2c3ccccc3-c3ccccc32)C(=O)O[C@H](c2ccccc2)CNC1=O)N[C@H](CO)Cc1ccccc1 | 7
O=C1C(Cc2ccccc2)SC(=Nc2ccccc2)N1c1ccccc1 (stereo unspecified) | -5
COc1ccc(CN2CCN(S(=O)(=O)c3ccc(C)cc3)CC2)cc1Br | 2
O=C(Nc1ccccc1)NC1(C(=O)NCc2ccc3c(c2)OCO3)CCCCC1 | -23
CC1(C(=O)c2ccccc2)C2c3c(ccc4ccccc34)OC(=O)C21C(=O)N1CCOCC1 (stereo unspecified) | -4
Cn1c(=O)c2c(nc(N3CCN(c4ccccn4)CC3)n2Cc2ccc(Cl)cc2Cl)n(C)c1=O | 0
CC(C)c1nnc(NC(=O)c2sc3ccccc3c2Cl)s1 | 4
CC(C)(C)c1ccc(NC(=O)COc2ccc(-n3ccnc3)cc2)cc1 | 6
COc1cc(C2C(C#N)=C(N)OC3=C2C(=O)CCC3)cc(OC)c1OC(=O)N1CCOCC1 (stereo unspecified) | -1
CCOC(=O)N1CCN(C(c2cccc(OC)c2)c2sc3nc(C)nn3c2O)CC1 (stereo unspecified) | -4
COc1ccc(CCNC(=O)c2cc(-c3ccccc3O)n[nH]2)cc1OC | 1
O=C1C(C2=C(O)c3ccccc3C2=O)=Nc2ccccc21 | 15
Cc1ccc(-c2nnc(COc3cccc(-n4cnnn4)c3)o2)cc1 | 12
CC(C)(C)NC(=O)c1cc(NC(=O)c2cccs2)cc(NC(=O)c2cccs2)c1 | -4
Cc1ccc(CCNC(=O)c2coc3nc4ccccc4nc23)cc1 | -7
CC(C)CC(NC(=O)C(NC(=O)OC(C)(C)C)C(C)C)C(=O)N1CCCC1C(N)=O (stereo unspecified) | -10
N#Cc1c2n(c3c(=O)n(Cc4ccccc4Cl)cnc13)CCCC2 | 6
CC(C)NC(=O)NC(=O)COc1cccc2c1OC(C)(C)C2 | -1
CCCOc1ccc(C(=O)c2nc3c(n2O)CCCCC3)cc1 | 10
COc1ccc(C2(C(=O)N3CCOCC3)CCOCC2)cc1OC | -4
CC(C)(C)C1CCC2(CC1)C(C#N)=C(SCC(=O)NC1CCCCC1)NC(=O)C2C#N (stereo unspecified) | 1
Cc1cc(=O)oc(C)c1C(=O)NCCCN1CCN(c2ccc(F)cc2)CC1 | 5
CS(=O)(=O)c1nc(-c2ccccc2)cc(-c2ccccc2)c1C#N | -1
Cc1cccc(OCCCC(=O)Nc2ccc(S(=O)(=O)N3CCCC3)cc2)c1 | -3
Cc1ccc(Cn2c(=N)c(S(=O)(=O)c3ccc(Br)cc3)cc3c(=O)n4ccccc4nc32)cc1 | -3
CCOC(=O)CSc1nnc(Cc2ccccc2)n1Cc1ccco1 | -3
CCOC(=O)c1[nH]c(C)c(/C(O)=C2\C(=O)C(=O)N(CCCn3ccnc3)C2c2ccncc2)c1C (stereo unspecified) | 0
Nc1ccc(N2CCN(C(=O)c3ccco3)CC2)cc1 | -4
N#C/C(=C1\CCCN1)c1ccc2ccccc2n1 | -8
O=C(CCC(=O)N(Cc1ccco1)C(C(=O)NC1CCCC1)c1ccncc1)Nc1cccnc1 (stereo unspecified) | -1
COc1ccc(OCC(=O)Nc2ccc3c(c2)nc(CN2CCCC2)n3C)cc1 | -12
CC1(C)Cc2nc(NCCCO)c(C#N)cc2CO1 | 14
COc1cc(C(=O)N(CCc2ccccc2)C2CC3CCC(C2)N3C)cc(OC)c1OC (stereo unspecified) | -1
O=C(Nc1ccc2c(c1)OCCO2)c1cccc2nc3ccccc3nc12 | 0
Cc1noc(C)c1S(=O)(=O)Nc1ccc(C(=O)N2CCN(c3cccc(Cl)c3)CC2)cc1 | -16
O=C(c1ccccc1)N1CCCOC1c1ccccc1 (stereo unspecified) | -10
O=C(NC(=S)Nc1ccccc1O)c1ccc(-c2ccc(Cl)cc2)o1 | 31
N#CCCn1c(C2CCCCC2)nc2ccccc21 | -4
Fc1cccc(C[n+]2csc3ccccc32)c1 | 2

Molecules shown so far containing a CF3 group (2):
SMILES | ARNT TACC3 PPI
O=C1NC(c2cn(-c3ccccc3)nc2-c2cccs2)C(C(=O)c2cccnc2)C(O)(C(F)(F)F)N1 (stereo unspecified) | 2
O=S(=O)(Nc1cccnc1)c1ccc(Cl)c(C(F)(F)F)c1 | 22

(cont.)
SMILES | ARNT TACC3 PPI
CC(=O)c1cccc(NS(=O)(=O)c2ccc(N/C=C\C(=O)c3ccc(C)cc3)cc2)c1 | -1
COc1ccc(NC(=O)c2nc[nH]c2C(=O)Nc2ccccc2C)cc1 | 1
Cc1ccc(CSc2nnnn2C)cc1 | 18
CC(=O)c1cc(F)c(N2CCCC2)cc1C | -9
COc1cc(OC)cc(C(=O)NC2CCN(CC(=O)Nc3cccc4ccccc34)CC2)c1 | -3
COC(=O)c1ccc(OCC(O)CN2C(=O)NC(C)(C)C2=O)cc1 (stereo unspecified) | 0
Cc1ccsc1C1NC(=O)c2ccccc2N1 (stereo unspecified) | 4
Cn1c(CSc2nc3ccccc3s2)nnc1SCC(=O)NCc1cccnc1 | -3
COc1ccc(OC)c(-n2nnnc2SCC(=O)Nc2ccc3c(c2)OCCO3)c1 | -5
CCCSc1nc(C)c(CC(=O)O)c(=O)[nH]1 | -3
CCN(CC)C(NC(=O)c1ccccc1)C(=O)c1ccccc1 (stereo unspecified) | -7
c1ccc2c(c1)CCCN2Cc1nnnn1CC1CCCO1 (stereo unspecified) | -3
COC(=O)CCc1c(C)nn(-c2ccccc2)c1C | -5
COc1ccc(N2CCN(CCCn3c(=S)[nH]c4ncccc4c3=O)CC2)cc1 | -1
C=CCn1c(O)c(N=NC(=O)CNC(=O)/C=C/c2ccco2)c2ccccc21 | -13
O=c1nc(/C=C/c2cc([N+](=O)[O-])ccc2Cl)cc(C(F)(F)F)[nH]1 | -7
Cc1ccc(S(=O)(=O)Nc2ccc(N3CCOCC3)cc2)cc1 | 5
CCOc1ccc2nc(SCC(=O)Nc3ncccn3)[nH]c2c1 | 4
CC1=C(C(=O)OCC2CCCO2)C(c2ccccc2OC(C)C)C2=C(CC(c3ccco3)CC2=O)N1 (stereo unspecified) | -17
CCCCC(=O)NC(Nc1ccc(C)cn1)(C(=O)OCC)C(F)(F)F (stereo unspecified) | -6
O=C(/C=C/c1cccnc1)c1ccc(NC(=O)c2cccc(Br)c2)cc1 | -3
CC(C)=CC(=O)Nc1ccc2c(c1)OCO2 | -2
COc1ccc(-c2ccc(-c3noc(-c4ccccc4OC)n3)c(OC)n2)cc1 | -5
COc1cc(C(=O)O)nc2ccccc12 | 58*
CCn1c(SCC(=O)Nc2nc(C)cs2)nnc1-c1cccnc1 | -1
Nc1cc(C(=O)O)ccc1Nc1ccc(F)c(F)c1 | 0
Cc1c(OCc2ccc(C(=O)O)o2)ccc2c3c(c(=O)oc12)CCC3 | -2
CC1CCN(C(=O)COc2ccccc2F)CC1 | -17
Cc1ccc(CNC(=O)CSc2c3c(nc4ccc(Cl)cc24)CCCC3)o1 | -5
Cc1cc(NC(=O)C2CCCC2)nc2c1c(=O)oc1ccccc12 | -2
CSc1n[nH]c(NC2=CC(=O)CCC2)n1 | -2
S=C(c1ccc(-c2ccccc2Cl)o1)N1CCOCC1 | 18
CN1CCc2c(C#N)c(N3CCCCC3)nc(NCc3ccccc3)c2C1 | 9
OC(Cn1cncn1)c1ccc(Cl)cc1Cl (stereo unspecified) | -2
Cc1[nH]c2ccccc2c1C(=O)CN1CCC(C)CC1 | 4
O=C(O)C1C2C=CC(C3CC23)C1C(=O)NCCc1ccccc1 (stereo unspecified) | -1
CCCCCCCCOC(=O)C1=C(C)Nc2nnnn2C1c1cccs1 (stereo unspecified) | -8
Cc1cc(NCc2ccccc2)nc(N2CCOCC2)n1 | -5
CCSc1nc2ccc(OC)cc2cc1C#N | 22
CC(C)(C)C1CCc2c(sc(NC(=O)c3ccco3)c2C(N)=O)C1 (stereo unspecified) | -5
Cc1ccc(SCc2cc(=O)[nH]c(N3CCN(Cc4ccc5c(c4)OCO5)CC3)n2)cc1 | -16
CCN(CC)C(=O)CN(c1ccc(Cl)cc1)S(=O)(=O)c1ccccc1 | 4
COC(=O)/C(=C\Nc1ccc(Cl)cc1Cl)NC(=O)c1ccc(Cl)cc1Cl | -8
O=S1(=O)C=C(SCc2ccccc2)Nc2ccccc21 | -4
COc1ccc(C2/C(=C(/O)c3ccccc3)C(=O)C(=O)N2CCO)cc1 (stereo unspecified) | 12
CCOC(=O)C1=C(N)N2C(=O)C(C)SC2=C(C(=O)OC)C1c1ccccc1OC (stereo unspecified) | -3
CN1CCc2ccccc2C1C1CCNCC1 (stereo unspecified) | -24
COc1ccc(C2=CC(=O)OC3(CCCC3)O2)cc1 | -6
Cc1ccc(NC(=O)CC(O)(C(F)(F)F)C(F)(F)F)cc1 | -32
O=C(CSc1nnc(-c2ccccc2)c2ccccc12)NCC1CCCO1 (stereo unspecified) | 7
Cc1cc(C)c(S(=O)(=O)NCc2cn3c(C)csc3n2)c(C)c1 | -9
Cc1ccc(CNc2cnccn2)cc1 | -6

Of the compounds above, 4 contain bromine:
SMILES | ARNT TACC3 PPI
O=C(O)CCc1ccc(-c2ccc(Br)cc2)n1Cc1ccco1 | 1
COc1ccc(CN2CCN(S(=O)(=O)c3ccc(C)cc3)CC2)cc1Br | 2
Cc1ccc(Cn2c(=N)c(S(=O)(=O)c3ccc(Br)cc3)cc3c(=O)n4ccccc4nc32)cc1 | -3
O=C(/C=C/c1cccnc1)c1ccc(NC(=O)c2cccc(Br)c2)cc1 | -3

Screening data deposited in PubChem BioAssay by Broad Institute.
